High-throughput results: PubChem, The Scripps Research Institute Molecular Screening Center
GSTO1 counter: inhibitors of recombinant GSTO1, primary screen, counter-screen for RBBP9 inhibitor project, biochemical, fluorescence polarization | AID 1974, 2009 | Glutathione S-transferase omega-1 (Homo sapiens), P78417 | 300,000 tested, 1.1% active | activity-based probe fluorescence polarization | inhibition, % at 5.96 µM;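 active = inhibition above the campaign mean inhibition plus 3 SD, cut at about 35% in these data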;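 also: 0% = GSTO1-1 with DMSO and 100% = wells lacking GSTO1-1 enzyme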
Target sequence (P78417 whole entry, looked up): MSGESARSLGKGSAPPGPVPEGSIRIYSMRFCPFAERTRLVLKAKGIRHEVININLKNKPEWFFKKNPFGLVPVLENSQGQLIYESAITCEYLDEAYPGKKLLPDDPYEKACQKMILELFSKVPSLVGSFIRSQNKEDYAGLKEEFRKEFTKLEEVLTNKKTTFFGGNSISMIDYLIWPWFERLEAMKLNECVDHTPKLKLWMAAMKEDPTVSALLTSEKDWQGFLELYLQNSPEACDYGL
LYPLA1 counter: LYPLA1 inhibitors, primary screen, counter-screen for PME1 inhibitor project, biochemical, fluorescence polarization, FP-Rh probe ABPP | Acyl-protein thioesterase 1 (Homo sapiens), O75608 | recombinant LYPLA1 | inhibition, % at 5.9 µM | 320,000 tested, 0.16% active;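 active = inhibition above the mean of all tested compounds plus 3 SD, set per campaign, cut at about 14% in these data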;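 also: inhibitors block serine hydrolase probe labeling of LYPLA1 so polarization falls; 0% = enzyme with DMSO and 100% = wells lacking LYPLA1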
pPAFAH inh: pPAFAH enzyme inhibitors, primary screen, biochemical, fluorescence polarization, human; inhibition, % at 3.39 µM; 330,000 tested, 1.5% active; recombinant pPAFAH, FP-rhodamine probe fluorescence polarization; Platelet-activating factor acetylhydrolase (Homo sapiens), Q13093;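 active = inhibition above the mean inhibition across the screen plus 3 SD, cut at about 25% in these data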;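 also: inhibitors block binding of the rhodamine activity-based probe so polarization drops; 0% = enzyme with DMSO and 100% = wells lacking pPAFAH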
PAFAH1B3 inh: PAFAH1B3 enzyme inhibitors, primary screen, biochemical, fluorescence polarization, human; Platelet-activating factor acetylhydrolase IB subunit alpha1 (Homo sapiens), Q15102; recombinant PAFAH1B3, FP-rhodamine probe; inhibition, % at 3.39 µM; 340,000 tested, 0.28% active; AID 492972, 2010;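 active = inhibition above the screen-wide average of all tested compounds plus 3 SD, cut at about 25% in these data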;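 also: 0% = enzyme with DMSO only and 100% = wells lacking PAFAH1B3 protein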
PAFAH1B2 inh: PAFAH1B2 enzyme inhibitors, primary screen, biochemical, fluorescence polarization, human | Platelet-activating factor acetylhydrolase IB subunit alpha2 (Homo sapiens), P68402 | recombinant PAFAH1B2, FP-rhodamine activity probe | inhibition, % at 3.39 µM | 340,000 tested, 1.2% active;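 active = inhibition above the mean of all tested compounds plus 3 SD, cut at about 24% in these data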;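 also: 0% = enzyme with DMSO and 100% = wells lacking PAFAH1B2; many of its hits are not listed in these tables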
Fam108B counter: mouse Fam108B serine hydrolase inhibitors, primary screen, counter-screen for RBBP9 inhibitor project, biochemical, fluorescence polarization; inhibition, % at 9.51 µM; AID 1947, 2009; 300,000 tested, 0.33% active; recombinant Fam108B, FP-Rh probe fluorescence polarization;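 active = inhibition above the screen mean inhibition plus 3 SD, computed separately per campaign, cut at about 18% in these data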;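 also: inhibitors lower polarization as less probe binds the enzyme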
PME-1 primary: PME-1 inhibitors via competitive probe labeling, primary screen, biochemical, fluorescence polarization, FP-Rh probe, HTS | Protein phosphatase methylesterase 1 (Homo sapiens), Q9Y570 | recombinant PME-1 | inhibition, % at 5.9 µM | 320,000 tested, 0.53% active | AID 2130, 2009;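 active = inhibition above the campaign mean of all compounds plus 3 SD, cut at about 26% in these data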;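 also: competitive labeling of PME-1 active site by serine hydrolase directed probe; 0% = PME-1 with DMSO and 100% = wells lacking PME-1 enzyme; inhibitors block probe labeling so polarization falls and inhibition rises; many of its hits are not listed in these tables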
PAD4 FP inh: human PAD4 inhibitors, primary screen, biochemical, fluorescence polarization, 1536-well format; Protein-arginine deiminase type-4 (Homo sapiens), Q9UM07; recombinant PAD4, RCA probe fluorescence polarization; inhibition, % at 6.36 µM; 330,000 tested, 0.41% active; AID 485272, 2010;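 active = percent inhibition above a cutoff equal to the mean of all tested compounds plus 3 SD, cut at about 15% in these data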;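 also: 0% = PAD4 with RCA probe and DMSO and 100% = probe without PAD4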
Target sequence (Q9UM07 whole entry, looked up): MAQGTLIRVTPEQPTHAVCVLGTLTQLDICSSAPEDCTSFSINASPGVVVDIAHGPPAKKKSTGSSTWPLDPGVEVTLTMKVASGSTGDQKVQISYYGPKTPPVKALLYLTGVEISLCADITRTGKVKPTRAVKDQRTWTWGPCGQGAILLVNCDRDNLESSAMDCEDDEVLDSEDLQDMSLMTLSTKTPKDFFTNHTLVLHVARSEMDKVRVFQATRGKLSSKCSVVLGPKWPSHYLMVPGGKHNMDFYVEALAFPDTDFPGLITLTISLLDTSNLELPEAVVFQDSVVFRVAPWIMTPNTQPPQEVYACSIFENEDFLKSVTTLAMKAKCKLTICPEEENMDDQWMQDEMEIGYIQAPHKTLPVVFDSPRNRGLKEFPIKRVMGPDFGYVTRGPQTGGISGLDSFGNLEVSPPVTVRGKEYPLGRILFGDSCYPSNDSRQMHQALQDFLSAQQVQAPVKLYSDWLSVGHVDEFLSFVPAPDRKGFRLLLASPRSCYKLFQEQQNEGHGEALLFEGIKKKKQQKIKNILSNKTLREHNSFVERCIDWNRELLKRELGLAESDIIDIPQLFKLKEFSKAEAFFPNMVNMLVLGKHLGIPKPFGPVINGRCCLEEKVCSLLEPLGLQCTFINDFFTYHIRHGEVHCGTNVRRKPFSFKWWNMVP
PAFAH2 inh: PAFAH2 enzyme inhibitors, primary screen, biochemical, fluorescence polarization, human | Platelet-activating factor acetylhydrolase 2, cytoplasmic (Homo sapiens), Q99487 | recombinant PAFAH2, FP-rhodamine activity probe | inhibition, % at 3.39 µM | 340,000 tested, 0.99% active;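 active = inhibition above the mean over all tested compounds plus 3 SD, cut at about 30% in these data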;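 also: inhibitors block probe labeling of enzyme so polarization drops; 0% = enzyme with DMSO and 100% = wells lacking PAFAH2 protein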
Starred values were filed as active, the others as inactive; · = no result given. Some of the compounds tested. The share of hits here may be higher or lower than overall.

1	Cc1ccc(-n2c(=O)c(C#N)cc3c(=O)n4ccccc4nc32)cc1
2	COc1ccc2nc(Cl)c(C#N)cc2c1
3	O=C(CN1CCN(C(=O)c2ccco2)CC1)Nc1ccc2c(c1)OCCO2
4	COc1ccc([C@@H]2[C@@H]3C(=O)N(C(C)(C)C)C(=O)[C@@H]3[C@]3(C)C(=O)N(c4ccccc4)C(=O)N23)cc1
5	CCn1c(SCC(=O)Nc2nc(-c3ccccc3)cs2)nc2c1c(=O)n(C)c(=O)n2C
6	O=C1C(=O)N(CCN2CCOCC2)C(c2ccccc2)/C1=C(\O)c1ccc2c(c1)OCCO2 (centres undefined)
7	CCN(CC)C(=O)c1[nH]cnc1C(=O)N[C@H](C)c1ccccc1
8	CCN1C(=O)C2(C(C#N)=C(N)Oc3n[nH]c(COC)c32)c2ccccc21 (centres undefined)
Compound	1	2	3	4	5	6	7	8
GSTO1 counter	6	9	-2	10	2	4	·	-1
LYPLA1 counter	-4	-4	-2	-5	-3	2	3	3
pPAFAH inh	1	4	-1	-1	4	1	-3	2
PAFAH1B3 inh	-2	1	-5	3	9	6	-3	6
PAFAH1B2 inh	-1	3	-3	-1	2	5	9	1
Fam108B counter	1	-3	3	1	-5	0	·	4
PME-1 primary	3	1	3	5	-11	0	-7	-2
PAD4 FP inh	-4	-5	-3	-2	-5	0	-3	3
PAFAH2 inh	-8	-1	0	4	5	6	-7	-6

9	Cc1ccc(Cn2ccnc2SCC(=O)NC2CCCC2)cc1
10	CC(=O)c1ccc(N2Cc3ccccc3C2)cc1
11	O=C(CSc1nnnn1-c1cccc2ccccc12)NC(C(=O)O)(c1ccccc1)c1ccccc1
12	Cc1cc(C)c(NC(=O)CN(C)C(C)C(=O)N2CCc3ccccc32)c(C)c1 (centres undefined)
13	CCN1CCN(C(=O)C2CCN(Cc3nc(-c4cccc(Cl)c4)oc3C)CC2)CC1
14	Cc1ccc(NC(=O)Cc2noc3ccccc23)cc1
15	Clc1cccc(NCc2nnc(SCc3ccccc3Cl)o2)c1
16	Cc1ccc(SC2CCN(C(=O)C3CCC(=O)N(C4CC4)C3)CC2)cc1 (centres undefined)
Compound	9	10	11	12	13	14	15	16
GSTO1 counter	7	0	-1	·	-2	-3	12	1
LYPLA1 counter	-2	3	-2	2	0	-1	-6	-2
pPAFAH inh	1	1	-3	3	-6	1	-5	1
PAFAH1B3 inh	3	8	7	1	4	1	-5	2
PAFAH1B2 inh	8	3	11	-3	1	3	9	5
Fam108B counter	2	-3	0	·	1	-6	-7	8
PME-1 primary	6	2	0	26	0	1	-6	2
PAD4 FP inh	0	1	3	-2	-4	-4	-2	1
PAFAH2 inh	2	8	2	5	0	3	-1	-1

17	CC(=O)c1ccc(N2CCN(C(=O)C3CCCN(c4ncnc5c4nc4n5CCCCC4)C3)CC2)cc1 (centres undefined)
18	Cc1nn2cc(-c3cccc(Cl)c3)cnc2c1Br
19	Cn1c(=O)c(C(=O)NNC(=O)c2ccccc2F)c(O)c2ccccc21
20	Cc1nn(C)cc1CNC(=O)C1C2CCC(C2)C1C(=O)O (centres undefined)
21	CCc1ccc(C2(O)CC(C(F)(F)F)=NN2C(=O)Cc2ccc([N+](=O)[O-])cc2)cc1 (centres undefined)
22	CC12CCC(=O)N1C(C(=O)N1CCN(c3ccccc3)CC1)CS2 (centres undefined)
23	CCOC(=O)C(NC(=O)CC(C)C)(Nc1sc2c(c1C(N)=O)CCCC2)C(F)(F)F (centres undefined)
24	Cc1ccc(C(=O)NC=C(Cl)Cl)cc1
Compound	17	18	19	20	21	22	23	24
GSTO1 counter	-5	-1	-1	-6	0	-2	-3	2
LYPLA1 counter	-5	-2	-4	1	-4	-2	0	-2
pPAFAH inh	2	4	0	3	6	1	-6	4
PAFAH1B3 inh	3	2	11	·	7	4	8	6
PAFAH1B2 inh	0	-1	5	·	2	1	3	-1
Fam108B counter	-1	0	1	-3	10	0	7	3
PME-1 primary	1	-1	3	0	1	-3	0	-1
PAD4 FP inh	0	-1	3	-7	0	-3	1	-3
PAFAH2 inh	4	6	2	·	-4	-5	1	1

25	COCn1c(COc2ccccc2)nc2ccccc21
26	COc1ccccc1-c1nnc2sc(-c3ccc(N(C)C)cc3)nn12
27	CCCn1cnc2cc(NCc3ccccc3O)ccc21
28	Cc1ccc(NC(=O)c2cc([N+](=O)[O-])ccc2Cl)c(O)c1
29	COCc1cc(=O)n2[nH]cc(-c3ccsc3)c2n1
30	Cc1ccc(CNC(=O)CCS(=O)(=O)c2ccc(Br)s2)cc1
31	O=C(NC(Cc1ccccc1)C(=O)NCc1ccccn1)c1ccco1 (centres undefined)
32	CC(C)(C)c1ccc(NC(=O)COC(=O)CCc2nc3ccccc3c(=O)[nH]2)cc1
Compound	25	26	27	28	29	30	31	32
GSTO1 counter	2	0	13	7	0	4	-1	0
LYPLA1 counter	1	3	6	-2	-6	0	0	-2
pPAFAH inh	2	12	8	-5	9	2	1	-6
PAFAH1B3 inh	7	6	3	2	7	-5	-6	0
PAFAH1B2 inh	2	-3	1	-2	3	2	-4	-2
Fam108B counter	0	6	-2	-1	1	-1	2	3
PME-1 primary	1	13	6	-1	2	-2	0	2
PAD4 FP inh	0	0	-3	-7	-4	-4	0	-1
PAFAH2 inh	-3	3	4	3	0	1	-3	9

33	CC(C)c1ccc(N(C(=O)c2snc(C(N)=O)c2N)C(C(=O)NC2CCCC2)c2ccncc2)cc1 (centres undefined)
34	COC(=O)C1CN(C(=O)C(C)Oc2ccc(F)cc2)c2ccccc2O1 (centres undefined)
35	Cc1noc(C)c1S(=O)(=O)N(CC(=O)NCc1ccc(F)cc1)c1ccc(C(C)C)cc1
36	O=C(CSc1nc(C2CC2)nc2ccccc12)Nc1ccc2c(c1)OCCO2
37	Cn1c(=O)c2c(ncn2CC(=O)N/N=C/c2ccc(Br)s2)n(C)c1=O
38	COc1ccc(-c2cc(-c3ccc(Br)cc3)nc3ncnn23)cc1OC
39	CCC(=O)Nc1sc(C(=O)Nc2ccccc2)c(C)c1C(=O)OC
40	COc1ccc(NC(=O)COc2ccccc2)c(OC)c1
Compound	33	34	35	36	37	38	39	40
GSTO1 counter	-1	-3	5	-7	5	-3	-3	4
LYPLA1 counter	-2	11	2	-2	3	-3	-1	2
pPAFAH inh	-1	5	5	3	4	5	50*	4
PAFAH1B3 inh	6	-1	3	-7	9	2	4	6
PAFAH1B2 inh	0	6	4	38*	0	-2	2	4
Fam108B counter	-2	4	-3	2	3	1	1	-3
PME-1 primary	-1	0	-2	6	-1	-12	4	-10
PAD4 FP inh	0	-6	0	7	-1	-4	2	-3
PAFAH2 inh	-8	2	-4	6	-1	2	11	-11

41	CC(C)C(NCC(=O)Nc1ccccc1C(=O)NC1CC1)c1ccccc1 (centres undefined)
42	CCOC(=O)c1cc(-c2ccncc2)nc2c1c(C)nn2C
43	CCOCCOC(=O)C1=C(C)NC(=O)NC1c1cc2c(cc1Br)OCO2 (centres undefined)
44	Cc1ccc(Cl)cc1N1CCN(C(=O)CN(C2CCCCC2)S(C)(=O)=O)CC1
45	COc1ccc(OCC(=O)N/N=C/c2ccc(O[C@@H]3O[C@H](CO)[C@@H](O)[C@H](O)[C@H]3O)cc2)cc1
46	Cc1nc(SCCC(=O)O)c2cc(-c3ccccc3)sc2n1
47	CCCc1nc2c(s1)CCc1onc(-c3ccc(OC)cc3)c1-2
48	COC(=O)c1ccc(N=NN2CCOCC2)cc1
Compound	41	42	43	44	45	46	47	48
GSTO1 counter	·	-1	-3	-1	-5	10	15	-2
LYPLA1 counter	·	-6	5	-4	3	1	-3	-1
pPAFAH inh	-2	2	3	1	7	2	4	1
PAFAH1B3 inh	15	4	2	1	3	-3	12	8
PAFAH1B2 inh	12	-2	6	-1	-1	50*	-1	-7
Fam108B counter	·	-2	-4	-3	0	-3	7	2
PME-1 primary	·	-1	3	3	-2	-3	3	-1
PAD4 FP inh	1	-1	-2	-1	1	-2	-5	5
PAFAH2 inh	-1	-1	0	4	-6	-2	3	-4

Full records from above:
COc1ccc(-c2cc(-c3ccc(Br)cc3)nc3ncnn23)cc1OC is listed as GSTO1 counter: -3; LYPLA1 counter: -3; pPAFAH inh: 5; PAFAH1B3 inh: 2; PAFAH1B2 inh: -2; Fam108B counter: 1; PME-1 primary: -12; PAD4 FP inh: -4; PAFAH2 inh: 2
COc1ccc(OCC(=O)N/N=C/c2ccc(O[C@@H]3O[C@H](CO)[C@@H](O)[C@H](O)[C@H]3O)cc2)cc1 is listed as GSTO1 counter: -5; LYPLA1 counter: 3; pPAFAH inh: 7; PAFAH1B3 inh: 3; PAFAH1B2 inh: -1; Fam108B counter: 0; PME-1 primary: -2; PAD4 FP inh: 1; PAFAH2 inh: -6

Next section:
49	CC(=O)c1c(C(C)=O)c(C)n(NC(=O)c2ccccc2O)c1C
50	Cc1ccc(S(=O)(=O)N/N=C/c2ccc3nccnc3c2)cc1
51	Cc1cccc(NC(=O)Cc2coc3ccc4ccccc4c23)n1
52	COc1ccc(OC)c(/C=N/NC(=O)CNC(=O)c2cccc3ccccc23)c1
53	COC(=O)C1=C(C)Nc2ncnn2C1c1ccc(OC(=O)c2ccccc2)cc1 (centres undefined)
54	O=C(CSc1nnc(-c2ccco2)o1)NC1CCCCCC1
55	O=C(CNCc1ccco1)Nc1ccc(Oc2ccccc2)cc1
56	CCCn1nc(C(=O)Nc2ccc(S(=O)(=O)Nc3nccs3)cc2)c2ccccc2c1=O
57	O=C(C[n+]1cc(-c2ccccc2)n2c1CCC2)Nc1nc(-c2ccccc2)cs1
58	Cc1cc(-c2nc3ncccc3o2)ccc1NC(=S)NC(=O)c1ccco1
Compound	49	50	51	52	53	54	55	56	57	58
GSTO1 counter	4	0	-2	4	-1	1	-4	-18	-7	0
LYPLA1 counter	-2	-2	-8	-2	-5	0	0	2	-6	-4
pPAFAH inh	0	-6	-3	2	-1	3	7	7	4	1
PAFAH1B3 inh	2	5	-5	14	14	-4	-4	0	4	6
PAFAH1B2 inh	1	6	-2	2	4	0	5	2	6	1
Fam108B counter	4	10	0	-1	5	1	6	-2	-4	1
PME-1 primary	-3	0	-6	-2	-3	2	5	-8	0	0
PAD4 FP inh	0	4	1	-3	4	-1	-2	1	-5	-5
PAFAH2 inh	-4	-4	0	2	23	-1	4	3	-1	1
